High-throughput results deposited in PubChem BioAssay by The Scripps Research Institute Molecular Screening Center.
PAFAH1B2 FP inh: inhibitors of human PAFAH1B2; AID 492953; 340,000 compounds, 1.2% hits; inhibition, % at 3.39 µM; recombinant PAFAH1B2, FP-rhodamine activity probe, fluorescence polarization;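 active = inhibition above the mean of all tested compounds plus 3 SD, cut at about 24% in these data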;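 also: 0% = enzyme with DMSO and 100% = wells lacking PAFAH1B2; many of its hits are not listed in these tables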
PME-1 inh: PME-1 (human) inhibition; Q9Y570; 320,000 compounds, 0.53% hits; inhibition, % at 5.9 µM; recombinant PME-1, FP-Rh probe fluorescence polarization;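 active = inhibition above the campaign mean of all compounds plus 3 SD, cut at about 26% in these data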;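 also: competitive labeling of PME-1 active site by serine hydrolase directed probe; 0% = PME-1 with DMSO and 100% = wells lacking PME-1 enzyme; inhibitors block probe labeling so polarization falls and inhibition rises; many of its hits are not listed in these tables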
PAFAH2 inh: PAFAH2 (human) inhibition | Q99487 | recombinant PAFAH2, FP-rhodamine activity probe, fluorescence polarization | inhibition, % at 3.39 µM | 340,000 compounds, 0.99% hits | AID 492956;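 active = inhibition above the mean over all tested compounds plus 3 SD, cut at about 30% in these data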;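 also: inhibitors block probe labeling of enzyme so polarization drops; 0% = enzyme with DMSO and 100% = wells lacking PAFAH2 protein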
Fam108B counter: Fam108B inhibition, counter-screen for RBBP9 inhibitors | recombinant Fam108B, FP-Rh probe fluorescence polarization | 300,000 compounds, 0.33% hits | inhibition, % at 9.51 µM;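 active = inhibition above the screen mean inhibition plus 3 SD, computed separately per campaign, cut at about 18% in these data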;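 also: inhibitors lower polarization as less probe binds the enzyme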
GSTO1 inh: GSTO1 inhibition, counter-screen for RBBP9 inhibitors. P78417. inhibition, % at 5.96 µM. recombinant GSTO1, activity-based probe fluorescence polarization. 300,000 compounds, 1.1% hits;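 active = inhibition above the campaign mean inhibition plus 3 SD, cut at about 35% in these data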;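 also: 0% = GSTO1-1 with DMSO and 100% = wells lacking GSTO1-1 enzyme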
LYPLA1 counter: counter-screen for PME1 inhibitors: inhibitors of human LYPLA1 | O75608 | recombinant LYPLA1, FP-Rh probe fluorescence polarization | inhibition, % at 5.9 µM | 320,000 compounds, 0.16% hits | AID 2174;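 active = inhibition above the mean of all tested compounds plus 3 SD, set per campaign, cut at about 14% in these data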;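 also: inhibitors block serine hydrolase probe labeling of LYPLA1 so polarization falls; 0% = enzyme with DMSO and 100% = wells lacking LYPLA1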
PAFAH1B3 FP inh: PAFAH1B3 (human) inhibition; 340,000 compounds, 0.28% hits; AID 492972; recombinant PAFAH1B3, FP-rhodamine probe, fluorescence polarization; inhibition, % at 3.39 µM;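 active = inhibition above the screen-wide average of all tested compounds plus 3 SD, cut at about 25% in these data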;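 also: 0% = enzyme with DMSO only and 100% = wells lacking PAFAH1B3 protein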
pPAFAH FP inh: pPAFAH (human) enzyme inhibition; AID 463082; inhibition, % at 3.39 µM; recombinant pPAFAH, FP-rhodamine probe fluorescence polarization; 330,000 compounds, 1.5% hits;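 active = inhibition above the mean inhibition across the screen plus 3 SD, cut at about 25% in these data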;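 also: inhibitors block binding of the rhodamine activity-based probe so polarization drops; 0% = enzyme with DMSO and 100% = wells lacking pPAFAH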
Target sequence (Q13093 whole entry, looked up): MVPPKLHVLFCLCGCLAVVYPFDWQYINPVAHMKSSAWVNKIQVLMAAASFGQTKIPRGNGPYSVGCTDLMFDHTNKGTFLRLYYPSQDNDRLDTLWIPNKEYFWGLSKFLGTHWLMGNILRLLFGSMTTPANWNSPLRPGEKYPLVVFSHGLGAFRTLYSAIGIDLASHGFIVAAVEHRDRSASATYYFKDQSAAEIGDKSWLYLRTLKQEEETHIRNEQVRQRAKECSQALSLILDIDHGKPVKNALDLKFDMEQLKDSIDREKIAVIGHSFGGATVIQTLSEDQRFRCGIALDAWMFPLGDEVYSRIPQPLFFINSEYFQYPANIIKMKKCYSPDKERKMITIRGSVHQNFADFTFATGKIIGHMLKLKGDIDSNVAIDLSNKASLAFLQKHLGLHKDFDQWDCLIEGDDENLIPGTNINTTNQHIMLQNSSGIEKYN
PAD4 FP inh: PAD4 (human) enzyme inhibition; inhibition, % at 6.36 µM; recombinant PAD4, RCA probe fluorescence polarization; AID 485272; Q9UM07; 330,000 compounds, 0.41% hits;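 active = percent inhibition above a cutoff equal to the mean of all tested compounds plus 3 SD, cut at about 15% in these data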;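 also: 0% = PAD4 with RCA probe and DMSO and 100% = probe without PAD4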
Target sequence (Q9UM07 whole entry, looked up): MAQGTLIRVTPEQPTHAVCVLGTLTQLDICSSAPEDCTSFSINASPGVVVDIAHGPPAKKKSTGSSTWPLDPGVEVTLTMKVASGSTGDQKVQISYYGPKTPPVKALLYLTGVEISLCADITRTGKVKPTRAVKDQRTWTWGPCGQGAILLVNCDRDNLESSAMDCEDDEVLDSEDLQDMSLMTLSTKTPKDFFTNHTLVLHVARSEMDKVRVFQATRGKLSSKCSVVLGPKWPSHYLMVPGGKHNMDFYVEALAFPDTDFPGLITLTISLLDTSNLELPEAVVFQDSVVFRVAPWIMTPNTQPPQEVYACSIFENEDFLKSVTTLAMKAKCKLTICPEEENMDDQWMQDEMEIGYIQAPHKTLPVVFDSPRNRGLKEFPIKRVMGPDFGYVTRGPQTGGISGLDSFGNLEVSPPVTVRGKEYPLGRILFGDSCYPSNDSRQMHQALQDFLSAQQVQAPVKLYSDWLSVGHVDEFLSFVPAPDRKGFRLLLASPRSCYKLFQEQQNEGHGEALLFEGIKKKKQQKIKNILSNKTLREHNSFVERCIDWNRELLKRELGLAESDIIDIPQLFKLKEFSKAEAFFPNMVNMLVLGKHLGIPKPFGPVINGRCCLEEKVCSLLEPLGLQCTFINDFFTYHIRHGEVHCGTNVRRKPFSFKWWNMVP
* = called active by the depositor; . = no result given. Only part of the results is shown. The share of hits here may be higher or lower than overall.

SMILES	PAFAH1B2 FP inh	PME-1 inh	PAFAH2 inh	Fam108B counter	GSTO1 inh	LYPLA1 counter	PAFAH1B3 FP inh	pPAFAH FP inh	PAD4 FP inh
CC1(c2ccncc2)Nc2ccccc2-c2nc3ccccc3n21 (centres undefined)	3	-3	-3	-3	-1	-5	1	3	1
COc1ccc(CCNC(=S)N2CCC(Cc3ccccc3)CC2)cc1OC	2	-3	2	-5	-1	9	8	4	0
Cc1cc(NC(=O)Nc2cc(Cl)sc2Cl)no1	5	-3	-2	1	3	-2	1	-2	0
CN(C)C(=O)c1ccc2c(c1[N+](=O)[O-])C(=O)c1ccccc1C2=O	3	3	8	2	36*	5	9	6	-2
COc1ccc(-c2cc(C(F)(F)F)nc(SCC(N)=O)n2)cc1	9	-8	3	-7	1	0	-2	3	-3
O=C(O)c1ccccc1C(=O)Nc1ccc(Nc2ccc([N+](=O)[O-])cc2[N+](=O)[O-])cc1	3	9	1	4	3	0	-4	6	0
N#CCCN(C(=O)COC(=O)Cc1ccc(Br)cc1)c1ccccc1	27*	9	2	1	3	7	12	15	0
Cc1cccc2[nH]c(SCC(=O)N3CCOCC3)nc12	-1	3	8	0	4	1	13	4	0
CCCCN(C(=O)c1ccc(NC(=O)C(C)C)cc1)c1ccccc1	1	7	-5	0	-2	-2	0	11	-4
CCC(C)c1ccccc1OCCCCN1CCCC1 (centres undefined)	1	4	4	7	9	1	11	1	0
COc1cc(OC)c(S(=O)(=O)N2CCN(C(=O)c3ccccc3F)CC2)cc1NC(C)=O	-1	2	-1	-4	-10	-3	7	5	1
COc1ccc(Cn2c(O)c(C=Nc3ccc(OC)cc3)c3ccccc3c2=O)cc1	-2	-1	1	-1	-4	-7	2	-1	-3
COc1ccc(-c2[nH]ncc2CN(C)Cc2cc(C)[nH]n2)c(F)c1	2	0	5	2	6	-3	1	2	-1
Cc1ccc(S(=O)(=O)/N=C(/Nc2nc(C)cs2)c2ccccc2)cc1	9	.	20	.	.	.	2	4	-5
Nc1nonc1-n1nnc(C(=O)N/N=C/c2cccs2)c1CSc1ccccc1	2	-2	-7	-3	0	-4	1	1	1
CC(C)OC(=O)Cn1c(=O)oc2ccccc21	1	-3	5	-2	2	-2	1	3	0
CC(=O)c1cccc(S(=O)(=O)N2CCC(C(=O)Nc3cccc(C(=O)NC4CC4)c3)CC2)c1	3	8	3	.	.	-2	1	2	-4
COC(=O)c1nn(-c2ccc(Cl)cc2)c(=O)cc1Sc1ccccn1	-2	-2	3	0	12	1	5	-6	1
Cc1ccc(NC(=O)COC(=O)CN2C(=O)NC3(CCCC3)C2=O)cc1Cl	3	3	1	.	.	4	7	4	-1
CCC(=O)Nc1nnc(S(=O)(=O)N2c3ccccc3CC2C)s1 (centres undefined)	11	-1	10	0	-7	1	4	1	-5
Cc1cc(C)c(S(=O)(=O)N2CCN(C(=O)c3ccc(-n4cncn4)c([N+](=O)[O-])c3)CC2)c(C)c1	-1	7	1	1	-8	2	6	0	-2
Cc1cc(C)cc(OC(=O)CCN2C(=O)C3C4C=CC(C5CC45)C3C2=O)c1 (centres undefined)	2	3	4	0	-4	-1	1	8	4
O=C(Cc1ccccc1F)NNC(=O)c1ccncc1	7	6	1	-4	-4	1	4	2	3
CC(=O)/C(=C(/O)c1ccccc1)c1nc2ccccc2[nH]1	3	8	15	-3	5	2	3	5	-2
O=C(O)CCC(=O)N1CCCC1	2	-2	-1	3	4	-2	-10	0	1
COc1ccccc1CC(NC(C)=O)C(=O)NC1CCN(C(=O)c2cccc(Cl)c2)CC1 (centres undefined)	0	-2	0	-2	6	-3	6	3	1
O=c1c(C=NCc2ccccc2)c(NCc2ccccc2)nc2ccccn12	2	-3	-4	-7	-5	-5	8	3	-4
Cc1ccc(C(=O)NCC(c2ccco2)N2CCc3ccccc32)cc1C (centres undefined)	-3	3	1	2	5	-1	1	3	-7
Cc1ccc(-c2ncns2)cc1	-1	1	3	2	8	2	6	0	3
CC(=O)Cc1cc(O)c2ccccc2c1OC(=O)c1ccccc1	1	0	8	4	27	0	3	2	-15

Entries of single compounds, looked up by structure:
`COc1ccc(CCNC(=S)N2CCC(Cc3ccccc3)CC2)cc1OC` in the list: PAFAH1B2 FP inh: 2; PME-1 inh: -3; PAFAH2 inh: 2; Fam108B counter: -5; GSTO1 inh: -1; LYPLA1 counter: 9; PAFAH1B3 FP inh: 8; pPAFAH FP inh: 4; PAD4 FP inh: 0
`Cc1ccc(C(=O)NCC(c2ccco2)N2CCc3ccccc32)cc1C` (centres undefined) in the list: PAFAH1B2 FP inh: -3; PME-1 inh: 3; PAFAH2 inh: 1; Fam108B counter: 2; GSTO1 inh: 5; LYPLA1 counter: -1; PAFAH1B3 FP inh: 1; pPAFAH FP inh: 3; PAD4 FP inh: -7

The list goes on:
SMILES	PAFAH1B2 FP inh	PME-1 inh	PAFAH2 inh	Fam108B counter	GSTO1 inh	LYPLA1 counter	PAFAH1B3 FP inh	pPAFAH FP inh	PAD4 FP inh
O=C(Nc1cccc(S(=O)(=O)N2CCOCC2)c1)C(c1ccccc1)N1CCCCC1 (centres undefined)	3	-4	-1	1	1	3	7	2	6
O=C(c1cc(COc2ccc(F)cc2Cl)on1)N1CC2C[C@@H]3CC1C[C@H](C2)C3	6	3	7	-2	0	0	2	1	0
Cc1ccc(C(=O)C2CCN(CC(=O)Nc3ccc4c(c3)OCCO4)CC2)cc1	0	-4	3	1	-4	2	3	5	-1
NS(=O)(=O)c1ccc(NNC(=O)c2ccc(Br)o2)c([N+](=O)[O-])c1	7	.	8	.	.	.	2	1	2
O=C(Nc1ccccc1N1CCCC1)c1ccc(N2CCCC2=O)cc1	5	-7	-2	2	5	3	9	3	-3
Cc1ccc(CNC(=O)c2cc(S(=O)(=O)N3CCCC3)cn2C)cc1	-3	4	-1	-2	3	1	0	-1	-1
C/C(CC(=O)Nc1ccccn1)=N\NC(=O)c1ccc2ccccc2c1	-1	-6	-2	1	-9	-7	1	4	-5
Cc1cc(C)nc(Nc2ncn[nH]2)n1	.	1	.	-1	1	5	.	5	-4
CC(C)CNC(=O)COC(=O)c1ccc(Cl)c(S(N)(=O)=O)c1	-2	1	1	3	-1	-2	3	4	0
COc1ccccc1Nc1nc(N)nc(CN(C)C2CCCCC2)n1	8	-2	-3	1	9	3	4	6	0
O=C(COc1ccc(F)cc1)Nc1c(C(=O)N2CCC(N3CCCCC3)CC2)oc2ccccc12	-2	-1	-3	5	2	2	6	-2	1
CCc1c(C(C)S(=O)(=O)c2ccccc2)[nH]c(=O)n1CC (centres undefined)	6	-4	6	-1	-2	4	5	4	1
O=C(NCCN1C(=O)C2C3C=CC(C3)C2C1=O)Nc1cccnc1 (centres undefined)	-6	7	-6	1	-1	1	14	-1	2
Cc1ccc(/C(O)=C2/C(=O)C(=O)N(c3ccccn3)C2c2ccc([N+](=O)[O-])cc2)cc1 (centres undefined)	6	5	0	-2	-1	0	1	4	-2
CNC(=O)CSc1nc2c([nH]c3ccccc32)c(=O)n1CCOC	7	2	5	1	6	-3	1	2	-6
Cc1nn(C)cc1CNC(=O)c1cccc(Br)c1	6	-4	-5	5	1	-3	-8	1	-2
O=C(NCc1n[nH]c(=O)c2ccccc12)C1CC(=O)N(c2ccccc2)C1 (centres undefined)	5	3	1	3	-1	3	2	-1	-3
COc1cccc(NC(=O)c2ccccc2C(F)(F)F)c1	0	-2	1	5	-12	2	11	-5	-5
CC1(C)NC(=O)N(CC(=O)N2CCN(S(=O)(=O)c3ccccc3F)CC2)C1=O	4	0	4	.	.	1	-2	0	-4
O=C(O)c1ccc2cccnc2c1O	-3	6	-11	-3	4	1	4	-2	-7
CN1[C@@H]2CC[C@H]1CC(OC(=O)[C@H](CO)c1ccccc1)C2 (some centres undefined)	4	-5	-27	6	1	3	-5	2	-6
Cc1ccc2nc3c(cc(C#N)c(=O)n3-c3nccs3)c(=O)n2c1	4	-1	3	14	2	-3	6	4	4
O=C(NCc1cccnc1)c1cc(Sc2ccc(F)cc2F)nc2ccccc12	3	0	6	3	-3	0	5	17	6
CCOc1ccc(OCCn2c(=S)[nH]c3c(N)ncnc32)cc1	3	7	-1	1	10	2	6	7	1
CCc1cc(=O)oc2cc(C)cc(OCC(=O)C(C)(C)C)c12	2	8	3	-1	-3	-1	4	-1	-6
COc1ccc(-c2nc(-c3cccc(C)c3)no2)cc1OC	6	-1	4	1	5	-6	-1	3	0
CCN(CC)CCCn1c(C)cc2c(c1=O)C(c1ccc(OC)c(OC)c1OC)C(C#N)=C(N)O2 (centres undefined)	0	-3	4	-2	-6	0	-1	3	-2
CC(CNC(=O)CCc1nnc(CCC2CCCCC2)o1)c1ccccc1 (centres undefined)	13	3	0	-3	2	1	3	3	3
CCCn1nc(C(=O)Nc2nc3ccccc3[nH]2)c2ccccc2c1=O	4	-9	6	-2	-6	-3	1	5	-3
O=C(NC1CCCCC1)N1CCN(C(c2ccccc2)c2ccccc2)CC1	3	-7	-3	0	2	-2	0	3	-5
O=C1c2cccc3c(N4CCCCC4)ccc(c23)C(=O)N1CCO	3	-4	4	-3	-41	3	7	3	-9
Cc1cc(CC(=O)O)c(C)cc1CC(=O)O	0	-10	-4	-4	1	0	6	3	2
O=C(OCC(=O)N1CCN(C(=O)c2ccco2)CC1)c1ccccc1OCc1ccc(Cl)cc1	2	-4	2	-2	-3	2	4	6	1
COc1cc2c(C#Cc3cccnc3)c(-c3ccsc3)oc(=O)c2cc1OC	2	.	-5	.	.	.	2	1	-1
CCCCC(CC)CNC(=O)/C=C/c1ccc(F)cc1 (centres undefined)	.	-3	.	-7	0	-3	.	6	5
O=C(Nc1cccc(Cl)c1Cl)c1ccncc1	2	-4	-2	-1	5	1	8	-4	3
COc1ccc(NC(=O)CSc2nc3sc4c(c3c(=O)n2-c2ccc(OC)cc2)CCN(C)C4)cc1	1	-5	-7	-6	1	-6	-10	3	2
CCn1c(CC(=O)Nc2ccccc2F)nnc1SCC(=O)N1CCN(c2ccccc2)CC1	2	0	7	1	8	-1	-2	1	-1
O=C(NNC1=NS(=O)(=O)c2ccccc21)c1ccccc1	4	-2	-2	1	13	-4	4	-1	-3
CCOc1ccccc1OCC(O)CNC (centres undefined)	2	1	2	-1	1	-1	6	0	3
CC(C)c1cc(C(=O)N2CCCC(N3CCN(c4ccc(F)cc4)CC3)C2)no1 (centres undefined)	3	0	2	0	-8	-2	4	2	-3
Cn1ccnc1CN1CCCCC1C(=O)Nc1ccc(Oc2cccnc2)cc1 (centres undefined)	2	-1	7	-4	-4	0	16	0	-5
Cc1noc(C)c1C(=O)Nc1cc(Cl)ccc1N1CCOCC1	3	-3	1	.	.	-1	3	4	0
O=C(CSc1nnnn1-c1ccccc1)c1ccc(O)cc1O	9	-1	-7	4	27	-1	1	3	-3
CN1CCN(C(=S)c2ccc(Br)cc2)CC1	1	-1	3	-1	-1	-1	0	3	-5
COc1ccc(CC(=O)N/N=C/c2cc(Br)cs2)cc1OC	2	-5	-5	5	-8	-2	5	-5	-5
CCN(CC(=O)NCc1ccc(F)cc1)C(=O)/C=C/c1ccco1	0	5	-2	-1	5	1	1	5	-3
Cc1ccc(Nc2nc(N3CCOCC3)nc(N3CCOCC3)n2)cc1C	-5	-1	2	3	-3	0	11	5	5
O=C(NC1CC1)C1=C[C@@H](C2CCCCC2)C[C@@H](OCc2ccc(CO)cc2)O1	9	4	6	4	1	-2	1	8	-7
OC1(c2ccc(F)cc2)CCN(Cc2cccnc2)CC1	0	-3	-9	-5	2	0	-3	4	-1
